CHT inh: inhibitors of human choline transporter CHT | CHT-expressing cells, membrane potential dye, choline response; active compounds read low | B-score at 10 µM | hit rate 0.86% among 310,000;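 active = B-score over 3 SD under the library average, and starting fluorescence ratio not unusually high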;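 also: choline stimulus applied at its EC90 after an EC20 pre-addition; B-score computed on integrated fluorescence ratio after choline addition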
Target sequence (Q9GZV3 whole entry, looked up): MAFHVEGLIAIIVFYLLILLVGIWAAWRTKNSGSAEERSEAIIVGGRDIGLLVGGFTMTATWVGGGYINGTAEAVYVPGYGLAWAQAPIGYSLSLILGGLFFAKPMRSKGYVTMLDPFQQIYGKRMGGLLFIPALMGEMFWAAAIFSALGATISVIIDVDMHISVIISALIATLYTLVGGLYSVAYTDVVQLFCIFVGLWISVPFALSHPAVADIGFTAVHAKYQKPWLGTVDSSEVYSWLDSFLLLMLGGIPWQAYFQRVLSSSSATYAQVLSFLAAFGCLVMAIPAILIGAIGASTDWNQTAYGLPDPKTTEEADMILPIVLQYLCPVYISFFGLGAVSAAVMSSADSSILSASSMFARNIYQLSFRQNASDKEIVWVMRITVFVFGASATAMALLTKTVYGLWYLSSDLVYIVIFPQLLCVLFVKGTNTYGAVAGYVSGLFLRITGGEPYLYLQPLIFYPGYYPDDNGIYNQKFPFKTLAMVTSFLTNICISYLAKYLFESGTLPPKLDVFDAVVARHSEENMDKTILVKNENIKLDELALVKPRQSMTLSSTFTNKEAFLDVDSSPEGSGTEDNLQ
CHT PAM: CHT positive allosteric modulators, primary screen, cell-based, membrane potential dye, choline EC20; High affinity choline transporter 1 (Homo sapiens), Q9GZV3; CHT-expressing cells; active compounds read high; LV-AA mutant CHT in HEK293 cells; B-score at 10 µM; hit rate 0.49% among 310,000; AID 488977, 2010;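 active = initial fluorescence not abnormally high and integrated response B-score, plate-corrected, over 3 SD above library mean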
Numbers without * were called inactive; i = inactive.

SMILES | CHT inh | CHT PAM
CCOC(=O)[C@@H]1[C@H]2COc3cc(OC)ccc3[C@@H]2N2C(=O)N(c3ccc(Br)cc3)C(=O)[C@]12C | i | i
CC1(C)CC(NC(=O)COc2ccc3ccc(=O)oc3c2)CC(C)(C)N1 | i | i
COc1ccc([N+](=O)[O-])c2c(=O)ccoc12 | i | i
O=C(CN1C(=O)NC2NC(=O)NC21)NC1CCCCC1 (stereo unspecified) | i | i
Cc1cccc(NNC(=O)C2CCC2)c1 | i | i
Cc1ccc(NC(=O)N2CCCC2)cc1Cl | i | i
O=C1CSC(c2ccccc2[N+](=O)[O-])N1c1ccc(O)cc1 (stereo unspecified) | i | i
C/C(N)=C(/C#N)C(=O)CSc1nc2ccccc2c(=O)n1-c1ccc(C)c(Cl)c1 | i | i
COc1ccccc1C(=O)Nc1ccccc1N1CCN(C(=O)c2ccc(Cl)cc2)CC1 | i | i
Cc1cccc(N2CCN(S(=O)(=O)c3ccc(S(=O)(=O)N4CCCC4)cc3)CC2)c1C | i | i
CSc1ccc(/C=N/Nc2ccc(Cl)c(C(=O)O)c2)cc1 | i | i
COc1ccc(Cn2nnnc2C(c2ccc3ncccc3c2)N2CCN(C3CCCCC3)CC2)cc1 (stereo unspecified) | i | i
COc1cccc(C(=O)N2CCN=C2SCc2cccnc2)c1OC | i | i
O=C(CNC(=O)c1ccc(F)cc1)NCc1ccc(Cl)cc1 | i | i
FC(F)(F)c1cccc(Oc2ccc3c(C(F)(F)F)cc(C(F)(F)F)nc3n2)c1 | i | i
COc1ccccc1C1C=C(c2ccc(C)cc2)Nc2nnnn21 (stereo unspecified) | i | i
CC(C)C[C@@H](CO)N1CCN(Cc2ccc(Br)cc2)CCC1=O | i | i
O=C(Cn1cccc1C(=O)c1ccccc1)NCCc1ccc(Cl)cc1 | i | i
O=C(Nc1ccc(S(=O)(=O)Nc2nccs2)cc1)C1CCCCC1 | i | i
CCn1c(COc2ccc(C)cc2)nnc1SCC(=O)C(C)(C)C | i | i
Cc1[nH]c2ccccc2c1/C=N/Nc1nc(Nc2ccc(F)cc2)nc(N2CCOCC2)n1 | i | i
COc1cc(C(=O)N2C[C@@H]3CCC[C@H]2C3)ccc1OC1CCN(C(C)=O)CC1 | i | i
COc1ccccc1NC(=O)CCCNC(=O)Cn1cnc2sc(C)c(C)c2c1=O | i | i
O=C(NCc1ccco1)C1(c2ccccc2)CCCC1 | i | i
COc1ccc(Cn2c(=O)sc3ccccc32)cc1OC | -5.56* | i
CCOC(=O)CN1C(=O)N[C@@H](CCc2ccccc2)[C@H](C(=O)OC)[C@H]1C | i | i
Cc1c(-c2ccc(Cl)cc2)[n+](=O)c2c(n1[O-])CCCC2 | i | i
CC1CCc2c(nc3sc4c(c3c2N)CCCC4)C1 (stereo unspecified) | i | i
COc1cccc(C2=NOC(C(=O)Nc3ccccc3SC)C2)c1 (stereo unspecified) | i | i
CCOC(=O)C1CCN(c2ncnc3c2cnn3-c2ccccc2)CC1 | i | i
CCC(C)[C@H](NC(=O)Nc1ccc(C(C)=O)cc1)C(=O)OC (stereo partly specified) | i | i
CCOc1ccc(-c2c(=O)n(OCc3ccc([N+](=O)[O-])cc3)c3ccccc3[n+]2[O-])cc1 | i | i
Cc1ccc(NC(=O)C(C)N2CCc3ccccc3C2)cc1 (stereo unspecified) | i | i
COc1ccccc1CNC(=O)COC(=O)c1ccccc1SCC(=O)N1CCCC1 | i | i
Cc1noc(C)c1CSCC(=O)N(CCC(C)C)c1c(N)n(Cc2ccccc2)c(=O)[nH]c1=O | i | i
Cc1cccc(-n2c(C)nc3cc(C(=O)NCc4ccc5c(c4)OCO5)ccc32)c1 | i | i
O=C(Nc1cc(Cl)ccc1-n1cncn1)c1ccc([N+](=O)[O-])s1 | i | i
O=C(O)c1ccc(NC(=O)c2cccc(N3C(=O)C4C5CCC(C5)C4C3=O)c2)cc1 (stereo unspecified) | i | i
N#Cc1ccc(OCC(=O)NCCc2ccc(S(N)(=O)=O)cc2)cc1 | i | i
CCOc1ccc(OCCC(=O)NNC(=O)c2cc(C)oc2C)cc1 | i | i
COCCN1Cc2cccc(C(=O)NC(C)c3cccs3)c2C1=O (stereo unspecified) | i | i
Cc1ccc(C2(c3noc(CN4CCC(c5ccncc5)CC4)n3)CCCC2)cc1 | i | i
O=C(CN1CCN(Cc2ccccc2Cl)CC1)N/N=C/C=C/c1ccccc1[N+](=O)[O-] | i | i
CC1CC(C)CN(S(=O)(=O)c2ccc(NC(=O)C3COc4ccccc4O3)cc2)C1 (stereo unspecified) | i | i
C=CCNC(=S)Nc1nc2c(cc1C(=O)OCC)CCCC2 | i | i
C(=N\N1CCN(c2ccccn2)CC1)/c1ccccn1 | i | i
CCCSc1nc(C)cc(C)c1S(=O)(=O)c1ccccc1C | i | i
O=C(CN1CCN(Cc2ccccc2)CC1)N/N=C/c1ccc(Br)s1 | i | i
COc1ccc(NC2CC(=O)N(c3ccccc3)C2=O)cc1 (stereo unspecified) | i | i
Cc1ccc(O)c(-c2cc(C(=O)Nc3ccc(S(=O)(=O)N4CC(C)OC(C)C4)cc3)[nH]n2)c1 (stereo unspecified) | i | i
Cc1cc(C(=O)COC(=O)c2ccccc2Br)c(C)n1CC1CCCO1 (stereo unspecified) | i | i
Cc1cccc(N2CCN(C(=O)C3CCN(S(=O)(=O)N4CCOCC4)CC3)CC2C)c1 (stereo unspecified) | i | i
Cc1cc(SCC(=O)OC/C(O)=C(\C#N)c2nc3ccccc3[nH]2)c(C)cc1Br | i | i
COc1ccc(N2C(=NC(=O)C(C)Oc3ccccc3)SC3CS(=O)(=O)CC32)cc1 (stereo unspecified) | i | i
C/C(=N\NC(=O)c1ccc(Cl)c(S(=O)(=O)Nc2ccccc2Cl)c1)c1ccncc1 | i | i
O=C(COc1ccccc1Cl)NC(=S)Nc1ccccc1N1CCCC1 | i | i
Cn1c(=O)cc(Nc2ccc(Cl)cc2)[nH]c1=O | i | i
COc1ccc(F)cc1S(=O)(=O)N1CCN(Cc2ccc3c(c2)OCO3)CC1 | i | i
CCOc1ccc(NC(=O)c2ccccc2CO)cc1 | i | i
Cc1ccc(S(=O)(=O)n2cnc(C)c2)cc1 | i | i

Next section:
SMILES | CHT inh | CHT PAM
O=C(Nc1ccc(Cn2cccn2)cc1)c1ccc(COc2ccccc2Br)cc1 | i | i
O=C(COc1ccccc1[N+](=O)[O-])Nc1ccc(CN2CCOCC2)cc1 | i | i
CCOC(=O)C1CCN(C(=O)C2CCN(S(=O)(=O)c3cc(Cl)ccc3OCC)CC2)CC1 | i | i
CCCC1=C(C(=O)OCC)C(c2ccccc2OCC)NC(=O)N1C (stereo unspecified) | i | i
CC(C)OCCCN1CC(=O)N2C(c3cccc([N+](=O)[O-])c3)c3[nH]c4ccccc4c3C[C@H]2C1=O (stereo partly specified) | i | i
COc1ccc(C)cc1NC(=O)C(C)N1CCOCC1 (stereo unspecified) | i | i
CC1=C/C(=N\NC(=O)c2ccc(O)cc2)CC1 | i | i
N#Cc1c(NC(=O)C2CC(c3ccccc3Cl)=NO2)sc2c1CCC2 (stereo unspecified) | i | i
Cc1ccc(S(C)(=O)=NS(=O)(=O)c2cccc3nsnc23)cc1 (stereo unspecified) | i | i
Cc1ccc(N2C(=O)c3ccc(C(=O)O)cc3C2=O)c(C)c1 | i | i
Cc1ccc(NC(=O)CCn2c(=S)oc3ccccc32)cc1 | i | i
Cc1ccc(NC(=O)C2CCCN(C(=O)Nc3ccc(F)cc3)C2)cc1 (stereo unspecified) | i | i
O=C(COC(=O)c1ccc(Oc2ccccc2)cc1)Nc1nnc(-c2ccccc2)o1 | i | i
O=C(NCc1ccco1)C(c1cccs1)N(C(=O)Cc1cccs1)c1ccccc1 (stereo unspecified) | i | i
CN(C)C(=S)Nc1cccc(F)c1 | i | i
CCOC(=O)c1oc2c(CN3CCN(C)CC3)c(O)ccc2c(=O)c1-c1ccc(Br)cc1 | i | i
COC(=O)N1CCN(c2ccc(Cl)c(Cl)c2)CC1 | i | i
COc1ccc(Cn2c(=N)c(C(=O)NCC3CCCO3)cc3c(=O)n4ccccc4nc32)cc1 (stereo unspecified) | i | i
CN(C)N=Nc1nc[nH]c1C(N)=O | i | i
Cc1ccc(CN2CCN(Cc3ccc(Oc4ncccn4)cc3)CC2CCO)cc1 (stereo unspecified) | i | i
Fc1ccc(C2=Nn3c(nnc3-c3n[nH]c4c3CCC4)SC2)cc1 | i | i
Cc1ccccc1OCCC(=O)OCC(=O)c1c(N)n(CC(C)C)c(=O)n(C)c1=O | -6.56* | i
COC(=O)c1[nH]c2ccc(Br)cc2c1NC(=O)Oc1ccccc1 | i | i
COCc1cc(=O)[nH]c(-c2ccc(C(F)(F)F)cc2)n1 | i | i
COc1ccc(C)cc1NC(=O)NCc1ccc(F)cc1 | i | i
CCOC(=O)c1cc(=O)cc(C(=O)OCC)o1 | i | i
CCN(CC)c1ccc(/C=c2/sc3nnc(-c4ccccc4C)n3c2=O)cc1 | i | i
COc1ccc(CCN(C)CC(O)COc2c(C)ccc(C)c2C)cc1OC (stereo unspecified) | i | i
COc1ccc2cc(C(=O)C3CCCN(Cc4cccc(C)n4)C3)ccc2c1 (stereo unspecified) | i | i
Cc1nc2ccccc2c(=O)n1NC(=O)CCC(=O)O | i | i

Given with each value named: 3 of the compounds above
mol: CCOC(=O)C1CCN(C(=O)C2CCN(S(=O)(=O)c3cc(Cl)ccc3OCC)CC2)CC1
  CHT inh: i | CHT PAM: i

mol: CCCC1=C(C(=O)OCC)C(c2ccccc2OCC)NC(=O)N1C (stereo unspecified)
  CHT inh: i | CHT PAM: i

mol: CC(C)OCCCN1CC(=O)N2C(c3cccc([N+](=O)[O-])c3)c3[nH]c4ccccc4c3C[C@H]2C1=O (stereo partly specified)
  CHT inh: i | CHT PAM: i

The list goes on.
SMILES | CHT inh | CHT PAM
CC(=O)NCCc1nc2ccccc2n1Cc1ccc(C)cc1 | i | i
CCOC(=O)c1cc(C#N)c(Oc2cccc(C(F)(F)F)c2)nc1-c1ccccc1 | i | i
COc1cc(C(=O)NCC(=O)OCC(=O)Nc2ncc(Cl)cc2Cl)cc(OC)c1OC | i | i
COc1cccc(NC(=O)C2C3C=CC4(O3)C2C(=O)N(CCCN2CCCCC2)C4C(=O)NC2CCCCC2)c1 (stereo unspecified) | i | i
CCN1CCN(CCCNC(=O)c2ccc3c(c2)N(Cc2ccccc2)CCS3)CC1 | i | i
O=c1c2cc(N3CCOCC3)ccc2[nH]c(=S)n1CCc1ccccc1 | i | i
Cc1ccccc1C(=O)Nc1nnc(CC(=O)N/N=C/c2ccncc2)s1 | i | i
COc1ccc(CCN2C(=S)NC3CC2(C)Oc2ccc([N+](=O)[O-])cc23)cc1OC (stereo unspecified) | i | i
COc1ccc(C(=O)CSc2nnn(-c3cccc(NC(C)=O)c3)n2)cc1 | i | i
CCCCN(C(=O)c1ccc(S(=O)(=O)N2CCC(C)CC2)cc1)C1CCS(=O)(=O)C1 (stereo unspecified) | i | i
Cc1ccc(S(=O)(=O)NCCC(=O)Nc2ccc(C)c(Cl)c2)cc1C | i | i
CC(C)N(Cc1ccccc1)S(=O)(=O)c1cccs1 | i | i
COc1ccc(C)cc1N(C(=O)c1ccccc1F)c1nc2ccccc2s1 | i | i
CC1CC(C)CN(c2ccc(S(=O)(=O)N3CCOCC3)cc2)C1 (stereo unspecified) | i | i
COC(=O)c1cc2ccccn2c2c(C(=O)OC)c(C(=O)OC)cc1-2 | i | i
CCOc1ccc(N2C(=O)/C(=C\c3ccccc3OC)S(=O)(=O)C2c2cccc([N+](=O)[O-])c2)cc1 (stereo unspecified) | i | i
Cc1ccc(NC(=O)CNC(=O)CC23CC4CC(CC(C4)C2)C3)c(O)c1 | i | i
Brc1cccc(CNc2nc3ccccc3n2CCN2CCOCC2)c1 | i | i
COc1ccccc1NC(=O)c1oc2ccccc2c1NC(=O)c1ccco1 | i | i
CN(C)c1ccc(/C=C(\NC(=O)c2ccccc2)C(=O)NCCN2CCOCC2)cc1 | i | i
Cc1nnc2n(c1=O)N=C(c1ccc(Cl)cc1)CS2 | i | i
Cc1cc(N2C(=O)C(O)=C(C(=O)c3ccco3)C2c2ccc(Cl)cc2)no1 (stereo unspecified) | i | i
Cn1c(NC(=O)c2ccc(F)cc2)c(-c2cccs2)c(=O)c2ccccc21 | i | i
Cc1cc(C)c2c(-n3cccc3)c(NC(=O)OCc3ccccc3)sc2n1 | i | i
CC(=O)NCN1CCN(CNC(C)=O)CC1 | i | i
Cc1ccc(C(=O)Nc2cccc(NC(=O)c3cccnc3)c2)cc1 | i | i
CCOc1ccc(OCC(=O)OCn2c(SC)nnc(C)c2=O)cc1 | i | i
C[C@]12CCC(=O)C=C1CC[C@@H]1[C@@H]2[C@@H](O)C[C@@]2(C)[C@H]1CC[C@]2(O)C(=O)CO | i | i
CC1(OC(=O)c2ccco2)C(=O)C=C2C=C(c3ccc(C#N)cc3)OC=C2C1=O (stereo unspecified) | i | i

Random excerpt: 2 records from the list.
SMILES | CHT inh | CHT PAM
COc1cc(C(=O)NCC(=O)OCC(=O)Nc2ncc(Cl)cc2Cl)cc(OC)c1OC | i | i
Brc1cccc(CNc2nc3ccccc3n2CCN2CCOCC2)c1 | i | i

One compound at a time, from the list above. Order of values: CHT inh	CHT PAM
CCN1CCN(CCCNC(=O)c2ccc3c(c2)N(Cc2ccccc2)CCS3)CC1 across the screens: i	i
CC(=O)NCN1CCN(CNC(C)=O)CC1 across the screens: i	i
CC1CC(C)CN(c2ccc(S(=O)(=O)N3CCOCC3)cc2)C1 (stereo unspecified) across the screens: i	i

Source: PubChem BioAssay
